# RGS8-Gao reg: RGS8-Galphao binding modulators, primary screen, biochemical, multiplexed bead flow cytometry | Guanine nucleotide-binding protein G(o) subunit alpha (Homo sapiens), P09471 | actives lie on both sides | response (percent of control binding), % at 10 µM | 220,000 compounds, 0.34% hits; in the data active means response below about 60% or above about 140%; inactive means in between;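 further: Galphao activated as the GDP aluminium fluoride complex binding bead-coupled RGS8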
# Rab2 wt GTP: modulators of GTP binding to Rab2A wildtype, primary screen, biochemical, dog, bead-based flow cytometry, multiplex | Ras-related protein Rab-2A (Canis lupus familiaris), P61105 | GST-Rab2 wt beads, Bodipy-GTP binding | GTP binding activity, % at 10 µM | 190,000 compounds, 0.19% hits;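 active means GTP binding activity at least 20 points away from 100%, either lowered or raised; inconclusive means signal likely due to the compound's own green fluorescence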;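 further: 0% = beads with excess unlabeled GTP and 100% = no-compound control corrected for plate trend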
# Mcl1 Bid PPI: Mcl-1/Bid binding inhibitors, primary screen, biochemical, TR-FRET, 1536-well. 220,000 compounds, 0.97% hits. Induced myeloid leukemia cell differentiation protein Mcl-1 (Homo sapiens), Q07820. TR-FRET Mcl-1/Bid-Dy647 peptide binding. AID 1021, 2008. inhibition, % at 21.7 µM;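 active means compounds that cut the binding signal by more than half at the single screening dose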;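 further: His-tagged Mcl-1 with europium anti-His antibody binding Bid BH3 peptide; 0% = Mcl-1 plus peptide wells and 100% = peptide-only wells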
# Target sequence (Q07820 whole entry, looked up): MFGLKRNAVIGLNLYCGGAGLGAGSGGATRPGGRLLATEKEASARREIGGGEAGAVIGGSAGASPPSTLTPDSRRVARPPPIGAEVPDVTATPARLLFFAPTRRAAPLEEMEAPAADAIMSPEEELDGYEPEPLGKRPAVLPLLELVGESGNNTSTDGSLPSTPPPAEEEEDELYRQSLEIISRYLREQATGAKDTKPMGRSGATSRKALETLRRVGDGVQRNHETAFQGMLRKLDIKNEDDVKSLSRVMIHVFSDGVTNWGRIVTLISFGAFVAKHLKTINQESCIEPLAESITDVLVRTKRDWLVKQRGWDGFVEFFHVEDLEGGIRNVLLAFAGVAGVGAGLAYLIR
# Rab7 wt GTP bind: modulators of GTP binding to Rab7, primary screen, biochemical, wildtype, multiplex bead flow cytometry; GTP binding activity (percent of control), % at 10 µM; GST-Rab7 beads, fluorescent GTP binding; actives lie on both sides; untreated = 100%, excess cold GTP = 0%; AID 758, 2007; 190,000 compounds, 0.055% hits; Rab7 GTPase wild type (dog), Bodipy-FL-GTP binding;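 active means fluorescent GTP binding to Rab7 beads changed by at least 20 points from the 100% baseline, either direction, mostly lower; inconclusive means compound itself probably fluorescent, or too few beads counted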;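 further: median green fluorescence of bound Bodipy-FL-GTP per Rab7 bead population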
# HRas wt GTP bind: modulators of GTP binding to HRas wildtype, primary screen, biochemical, bead-based flow cytometry, multiplex. GTPase HRas (Homo sapiens), P01112. GST-Ras wt beads, Bodipy-FL-GTP binding; actives lie on both sides. GTP binding activity, % at 10 µM. 190,000 compounds, 0.14% hits. AID 759, 2007;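 active means GTP binding activity at least 20% away from the 100% baseline, either lowered as inhibitor or raised as activator; inconclusive means flagged as likely green fluorescent, judged across all proteins in the well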;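 further: 0% = unlabeled GTP competition control and 100% = no-compound control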
# Target sequence (P01112 whole entry, looked up): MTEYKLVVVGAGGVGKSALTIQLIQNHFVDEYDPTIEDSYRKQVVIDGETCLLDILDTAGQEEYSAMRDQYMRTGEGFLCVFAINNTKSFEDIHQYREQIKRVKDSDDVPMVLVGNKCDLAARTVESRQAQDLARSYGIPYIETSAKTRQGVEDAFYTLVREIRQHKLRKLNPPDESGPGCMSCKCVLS
# Pf gamet viab: late stage P. falciparum gametocyte viability inhibitors, primary screen, ATP luminescence, HTS; P. falciparum stage V gametocytes, 24 h; 150,000 compounds, 0.065% hits; inhibition, % at 10.9 µM;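 active means inhibition above the mean plus 3 SD of compounds within the control limits, set per campaign, cut at about 38% in these data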;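 further: 0% = DMSO wells and 100% = medium only without gametocytes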
# Rac1 mut GTP: GTP binding modulators of activated mutant Rac1, primary screen, biochemical, bead-based flow cytometry, multiplex, fluorescent GTP | Ras-related C3 botulinum toxin substrate 1 (Homo sapiens), P63000 | GST-Rac1 activated beads; actives lie on both sides; 100% means binding = to untreated wells | percent activity (GTP binding), % at 10 µM | 190,000 compounds, 0.11% hits | AID 764, 2007;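 active means GTP binding at least 20 percentage points away from the 100% baseline, in either direction, so actives lie on both sides; inconclusive means Compound likely fluorescent itself, or too few beads counted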
# Rac1 wt GTP bind: wildtype Rac1 GTP binding modulators, primary screen, biochemical, GST-Rac1 beads, flow cytometry, multiplex; Ras-related C3 botulinum toxin substrate 1 (Homo sapiens), P63000; fluorescent GTP binding; actives lie on both sides; 0 = cold GTP competed, 100 = untreated; GTP binding activity (% of control), % at 10 µM; 190,000 compounds, 0.27% hits;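 active means GTP binding activity at least 20 points away from the 100% control level, either lower or higher; inconclusive means compound flagged as likely green fluorescent, judged across all proteins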
# Bim-Mcl-1: inhibitors of Bim peptide binding to Mcl-1, primary screen, biochemical, bead-based flow cytometry, multiplex | Induced myeloid leukemia cell differentiation protein Mcl-1 (Homo sapiens), Q07820 | Bim peptide-Mcl-1 binding | inhibition, % at 10 µM | 190,000 compounds, 0.1% hits; in the data active means inhibition above about 40%;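 further: 0% = no compound tracer wells and 100% = peptide blocker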
# Cdc42 wt GTP: modulators of GTP binding to wildtype Cdc42, primary screen, biochemical, multiplex bead flow cytometry, Bodipy-GTP. GST-Cdc42 beads; actives lie on both sides. 190,000 compounds, 0.2% hits. percent activity (GTP binding), % at 10 µM;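 active means percent activity GTP binding at least 20 points away from the 100% baseline, either down as inhibitor or up as activator; inconclusive means compound flagged as likely green fluorescent from well-wide comparison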;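 further: median bead fluorescence of bound Bodipy-FL-GTP at 100 nM; 0% = excess unlabeled GTP control and 100% = no compound control; below 100% means less GTP binding so inhibitor and above means activator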
# Target sequence (P60953 whole entry, looked up): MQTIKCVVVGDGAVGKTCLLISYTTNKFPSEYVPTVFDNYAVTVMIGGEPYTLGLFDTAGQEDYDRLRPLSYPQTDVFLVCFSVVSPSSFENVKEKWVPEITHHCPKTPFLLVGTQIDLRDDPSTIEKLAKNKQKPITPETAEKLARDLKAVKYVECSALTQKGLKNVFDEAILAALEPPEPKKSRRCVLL
# Mcl1-Noxa inh: Mcl-1/Noxa binding inhibitors, primary screen, biochemical, TR-FRET, 1536-well; TR-FRET Mcl-1/Noxa peptide binding, 2 h; inhibition, % at 21.7 µM; 220,000 compounds, 1.5% hits; AID 1022, 2008;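 active means compounds that cut the protein-peptide binding signal by more than 50% relative to plate controls in a single-dose test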;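 further: His-tagged Mcl-1 with rhodamine Noxa BH3 peptide and terbium anti-His antibody; 0% = Mcl-1 plus Noxa peptide wells and 100% = peptide-only wells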
# Active calls of the source: *; ? = inconclusive; nt = not tested or not shown.
SMILES,RGS8-Gao reg,Rab2 wt GTP,Mcl1 Bid PPI,Rab7 wt GTP bind,HRas wt GTP bind,Pf gamet viab,Rac1 mut GTP,Rac1 wt GTP bind,Bim-Mcl-1,Cdc42 wt GTP,Mcl1-Noxa inh
CCCCC1(CC)C(=O)NC(=O)NC1=Nc1ccc(OC)cc1 (stereo unspecified),99,?,-8,?,?,-3,?,?,-4,?,20
CCOC(=O)c1c(-c2cccs2)csc1NC(=O)COC(=O)c1c(C)noc1C,98,100,-20,97,100,-2,96,100,-1,99,-17
Cc1cc(C(=O)NCc2ccco2)c2cc(F)ccc2n1,104,100,-51,101,98,-14,97,98,2,99,1
O=C(Cc1ccc(-n2cccc2)cc1)N1CCN(c2ccccc2F)CC1,99,99,-1,103,101,1,99,104,-5,100,5
CC(C)CC(=O)NNC(=S)NCc1ccco1,99,102,-40,105,102,0,96,101,-1,100,-4
N#Cc1c(NC(=O)c2ccccc2Cl)n(Cc2ccccc2)c2nc3ccccc3nc12,98,93,41,96,93,18,93,97,2,93,70*
CCCn1c(SCC(=O)Nc2cccc(C(=O)OC)c2)nnc1-c1cccnc1,92,96,7,94,98,10,95,94,-3,98,11
CC1CCC2C(C1)c1sc(=O)[nH]c1SC2(C)C (stereo unspecified),98,101,-28,102,101,11,101,103,-3,102,18
Cc1cc(Nc2ccc(C(=O)O)cc2)n2nc(C)nc2n1,104,101,-2,103,99,nt,95,96,0,98,14
C#CCOCCOCCOCCNc1nc(N2CCN(C(=O)[C@H](CCC(=O)O)n3cc(C(N)CC(C)C)nn3)CC2)nc(N2CCN(C(=O)[C@H](CCC(=O)O)n3cc(C(N)CC(C)C)nn3)CC2)n1 (stereo partly specified),102,95,67*,96,95,nt,97,98,-2,96,36
O=C(NC1(C(F)(F)F)NC(=O)N(CC2CCCCC2)C1=O)c1ccco1 (stereo unspecified),102,101,15,98,101,nt,100,103,-5,104,0
COc1ccc(/C=C/C(=O)NC(=S)Nc2ccc(S(=O)(=O)Nc3nccnc3OC)cc2)cc1,100,?,21,?,?,nt,?,?,-3,?,28
CCOC(=O)c1c(NC(=O)CNC2CCCc3ccccc32)sc(C(N)=O)c1C (stereo unspecified),100,96,-20,103,98,11,95,95,0,96,3
Cc1cc(NC(=O)Cn2cnc3c(nnn3-c3cccc(F)c3)c2=O)no1,99,94,8,97,89,-2,91,88,16,89,38
CCOC(=O)c1c(NC(=O)COC(=O)CNC(=O)c2ccco2)sc(C(C)=O)c1C,97,96,3,94,98,-3,101,98,-4,96,16
CN1C(=O)CC(N2CCN(c3ccccn3)CC2)C1=O (stereo unspecified),106,100,-19,100,101,-10,100,106,-1,104,14
Cn1ccnc1SCC(=O)c1ccc(Br)cc1,100,98,-26,99,100,0,100,104,-3,101,13
Cc1cccc(C(=O)NNC(=O)c2cc3cc4ccccc4nc3s2)c1,101,97,-17,97,99,0,97,100,4,99,13
COC(=O)C(NNc1ccccc1C)(NC(=O)c1ccc(F)cc1)C(F)(F)F (stereo unspecified),99,100,-6,100,100,nt,100,104,0,101,33
NC(=O)c1cc(N=Nc2c(N)[nH]n(-c3c(Cl)cc(Cl)cc3Cl)c2=O)ccc1Cl,95,92,-34,99,94,15,93,98,0,93,14
Brc1ccccc1OCCCCCN1CCOCC1,101,100,24,100,101,4,97,107,-4,103,23
O=C(COC(=O)CCCN1C(=O)c2ccccc2C1=O)Nc1ncc(Cl)cc1Cl,98,94,-46,93,95,-5,95,100,3,97,22
CCOC(=O)C1=C(C)NC2=C(C(=O)C(C(=O)OCC)C(c3ccco3)C2)C1c1ccccn1 (stereo unspecified),99,100,-25,102,101,3,99,101,0,102,-1
CC(=O)Nc1cccc(Oc2cnc3ccccc3n2)c1,102,98,0,96,99,8,100,104,0,103,1
COc1ccccc1OCC(=O)NNC(=O)c1cnccn1,112,98,-9,100,100,nt,93,99,-3,100,-20
COc1ccc2c(c1)sc(=N)n2C,102,99,-12,96,98,-13,100,102,-1,101,23
COc1ccccc1NC(=O)CSc1nc2c(sc3ccccc32)c(=O)n1CCN(C)C,93,100,-38,103,100,nt,97,99,-2,99,3
CN1CCN(CCCN(Cc2cccs2)C(=S)Nc2ccc(Cl)cc2)CC1,103,94,-8,97,97,nt,94,98,-2,96,16
COc1ccc(-c2nc(-c3cccc(C)c3)nc(N3CCN(C)CC3)c2C#N)cc1,104,96,-31,95,98,15,98,96,3,98,11
Cc1ccc(S(=O)(=O)Oc2ccc(N3C(=O)C4C5CCC(C5)C4C3=O)cc2)cc1 (stereo unspecified),85,97,-1,96,99,1,95,102,-1,97,-4
COc1ccc(Cl)cc1NC(=O)Cn1c(=O)n2nc(C)nc2c2ccccc21,92,101,-16,98,102,nt,99,105,-1,103,-3
Cn1c(=O)oc2cc(S(=O)(=O)NCCN3CCN(c4ccccc4F)CC3)ccc21,104,104,-29,103,104,nt,101,107,0,103,16
CCC(C)n1c(SCC(=O)Nc2ccccc2C(F)(F)F)nc2ccsc2c1=O (stereo unspecified),70,97,-4,99,97,10,97,101,-5,101,14
O=C(CSc1ncnc2nc[nH]c12)Nc1nnc(SCc2ccc(Cl)c(Cl)c2)s1,101,90,-23,97,91,-7,92,93,0,94,20
COc1cc(C2CC(=O)N3CN(Cc4ccccc4)CSC3=C2C#N)ccc1OCc1ccccc1 (stereo unspecified),85,100,-11,99,100,nt,97,104,-8,100,17
COc1ccc(C(=O)Nc2cc(C)c3c(=O)oc4ccccc4c3n2)cc1,102,94,27,92,93,nt,95,94,2,91,33
COc1ccc(C(=O)Nc2nc3ccc(S(C)(=O)=O)cc3s2)cc1OC,99,97,-24,103,96,5,96,97,0,94,0
CCCNC(=O)COC(=O)/C=C/c1ccco1,102,101,2,103,102,-3,100,106,-2,106,5
C/C(=N\N1CCN(C)CC1)c1ccc(Cl)c(Cl)c1,102,98,-7,95,97,nt,95,98,0,98,-5
Cc1nc(CNS(=O)(=O)c2ccc3c(c2)OCCO3)cs1,103,101,-6,99,102,nt,98,105,-3,101,-9
CCOc1ccccc1NC(=O)COC(=O)/C=C/c1ccc(OC)c(OC)c1,98,103,39,104,101,-5,99,96,1,93,-8
CC(C)(C)C(=O)NC(=S)Nc1ccccc1F,101,101,-18,102,100,nt,96,105,-3,103,6
Cc1cccc(-n2c(C)cc(/C=N\NC(=O)c3cccs3)c2C)c1,101,?,-68,?,?,3,?,?,-5,?,21
CC1CCCN(C(=O)CCc2ccccc2)C1 (stereo unspecified),98,96,-7,101,100,nt,98,106,-2,101,1
COc1ccccc1-n1c(CNC(=O)c2cccc([N+](=O)[O-])c2C)n[nH]c1=S,96,100,-41,106,100,4,96,100,-2,100,9
Cc1ccc(S(=O)(=O)N2CCSC2)cc1C,103,92,-4,91,94,-19,94,93,0,93,-4
c1ccc(Nc2nnc(SCc3cccc4ccccc34)s2)cc1,101,100,8,101,101,6,98,102,-2,102,-5
Cc1ncc([N+](=O)[O-])n1CC(=O)N/N=C/c1ccc(F)cc1,102,98,0,104,98,-15,98,97,0,98,-6
CCOc1ccc(NC(=O)c2ccc(Br)o2)c([N+](=O)[O-])c1,98,102,-9,101,103,nt,100,105,0,105,18
c1ccc2c(c1)OCC(c1nnc3sc(-c4ccc5c(c4)OCO5)nn13)O2 (stereo unspecified),100,100,9,99,98,18,96,100,-3,100,12
COc1ccc(-c2cc(C(F)F)n3ncc(C(=O)N4CCN5CCCC5C4)c3n2)cc1 (stereo unspecified),100,95,-10,95,100,nt,96,98,2,99,-8
Cc1cccc(C)c1NC(=S)Nc1ccc(Cl)c(Cl)c1,93,99,-50,106,101,20,102,102,-1,99,15
Cc1cc(NC(=O)CSc2c3c(nc4ccccc24)CCC3)no1,108,101,9,99,100,nt,101,102,-2,100,5
Cc1sc2ncnc(OCC(=O)Nc3ccc4c(c3)OCCO4)c2c1C,103,98,99*,100,101,nt,99,99,1,100,-5
NS(=O)(=O)c1ccc(CCNC(=O)COC(=O)C2CCCN2C(=O)c2cccs2)cc1 (stereo unspecified),103,98,-17,100,100,nt,100,103,1,100,2
Cc1ccc(NC(=O)CN(C)CC(=O)Nc2c(C)cccc2C)c(Br)c1,100,101,2,101,103,nt,99,100,-1,102,-2
CCOC(=O)C1CCN(C(c2cccc(OC)c2)c2sc3nc(C)nn3c2O)CC1 (stereo unspecified),100,97,-4,96,97,nt,98,99,0,97,-1
CCOC(=O)c1c(C)oc2c1c1c(c3ccccc32)OCN(Cc2ccccn2)C1,106,99,-10,99,101,nt,98,105,-1,101,50
CCOc1ccccc1N1Cc2cc(C)c(C)cc2C1,101,101,-19,96,100,nt,101,105,-2,105,-18
CCCCNC(=S)NNC(=O)c1csc(C)c1C,88,103,-29,101,102,8,101,107,-1,103,-5
# Later entries.
SMILES,RGS8-Gao reg,Rab2 wt GTP,Mcl1 Bid PPI,Rab7 wt GTP bind,HRas wt GTP bind,Pf gamet viab,Rac1 mut GTP,Rac1 wt GTP bind,Bim-Mcl-1,Cdc42 wt GTP,Mcl1-Noxa inh
Cc1ccc(CC(=O)Nc2cccc(C)n2)cc1,105,99,-11,100,101,nt,98,105,2,103,4
CCC(C)N1CC(C(=O)NC2CCCCC2)CC1=O (stereo unspecified),100,100,nt,96,102,nt,99,104,3,101,nt
COc1ccccc1C1C2=C(N=c3s/c(=C/c4cccc(OCC(=O)O)c4)c(=O)n31)c1ccccc1CC2 (stereo unspecified),98,94,82*,93,93,18,94,95,-3,90,107*
CCn1c(=O)c(=O)[nH]c2cc(C(=O)NC3CCCC3)ccc21,101,94,-10,99,94,nt,93,94,0,95,17

# Random draw from the library; overall some 2.9% were active at least once.
